Screening data deposited in PubChem BioAssay by several laboratories.
SR-BI DiI inh: inhibitors of SR-BI mediated HDL lipid uptake, primary screen, ldlA[mSR-BI] cells, fluorescence, single point | inhibition, % at 12.5 µM | actives 0.96% (n = 320,000) | AID 488896, 2010 | ldlA[mSR-BI] CHO cells, DiI-HDL uptake fluorescence, 3 h | Scavenger receptor class B member 1 (Mus musculus), Q61009;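 active = mean replicate inhibition of at least 70% and a set share of replicates each scoring 70 or more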;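 also: 0% = median of neutral control wells and 100% = median of positive control wells; values of inactives mirror those of a sister screen read the other way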
Target sequence (Q61009 whole entry, looked up): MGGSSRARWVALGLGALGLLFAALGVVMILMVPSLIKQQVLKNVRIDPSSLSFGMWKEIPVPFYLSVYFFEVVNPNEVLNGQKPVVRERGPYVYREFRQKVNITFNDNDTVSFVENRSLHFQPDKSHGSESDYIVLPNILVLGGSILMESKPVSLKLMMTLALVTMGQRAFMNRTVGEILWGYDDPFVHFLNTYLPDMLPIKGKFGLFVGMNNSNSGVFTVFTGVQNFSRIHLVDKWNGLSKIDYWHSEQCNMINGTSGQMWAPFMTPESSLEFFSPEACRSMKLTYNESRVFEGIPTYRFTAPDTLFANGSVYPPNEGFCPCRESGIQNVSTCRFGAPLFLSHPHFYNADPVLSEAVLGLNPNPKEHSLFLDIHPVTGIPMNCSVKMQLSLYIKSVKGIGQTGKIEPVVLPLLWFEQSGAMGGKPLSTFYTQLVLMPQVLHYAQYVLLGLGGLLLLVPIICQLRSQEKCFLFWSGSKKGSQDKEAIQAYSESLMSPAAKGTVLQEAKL
CAL PDZ FP-1: CAL PDZ peptide-binding inhibitors, primary screen, biochemical, fluorescence polarization, Cer-tagged CAL PDZ, HTS; Golgi-associated PDZ and coiled-coil motif-containing protein (Homo sapiens), Q9HD26; purified CAL PDZ, TMR-peptide fluorescence polarization, 1 h; inhibition, % at 20 µM; actives 0.02% (n = 330,000); AID 504414, 2011;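 active = highest replicate inhibition of at least 40%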;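 also: plate controls were DMSO neutral control wells for no effect and unlabeled competitor peptide control wells for full effect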
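material = purified tagged CAL PDZ domain construct (CerCALP) | buffer or medium = sodium phosphate/NaCl buffer pH 7.4 with TCEP, IgG, Thesit | reagent = TMR-labelled reporter peptide T*-PRC34 bound in PDZ groove | incubation = 1 h room-temperature incubation prior to read | measured by = fluorescence polarization (mP) | evaluation = percent inhibition from loss of millipolarization | control set = unlabelled peptide and DMSO controls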
SR-BI uptake up: activators of SR-BI mediated DiI-HDL uptake, primary screen, ldlA[mSR-BI] CHO cells, DiI fluorescence | 3 h; 100 = double the neutral-control signal | activation, % at 12.5 µM | actives 0.096% (n = 320,000);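 active = mean replicate activation of at least 60% and every replicate at or above 60%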;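 also: 0% = median plate neutral-control signal and 100% = twice that signal; values of inactives mirror those of a sister screen read the other way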
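Material: SR-BI-overexpressing, LDLR-lacking CHO cells; schedule: compound exposure 3 h, 37 °C; reagent: DiI-labelled HDL at 10 µg/mL final; technique: bottom-read fluorescence, 550/595 nm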
Tat export inh: E. coli Tat export inhibitors, primary screen, MC4100, TorA-mCherry reporter, fluorescence, single point. actives 0.036% (n = 340,000). AID 488895, 2010. inhibition, % at 10 µM;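 active = mean replicate inhibition at least 50% and at least half of replicates individually reaching 50%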;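 also: exported cargo escapes ClpAP degradation while cytoplasmic cargo is degraded and loses fluorescence; 0% = median of neutral control wells and 100% = median of NaSCN control wells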
MITF act: activators of MITF-driven TRPM1 promoter reporter, primary screen, cell-based, SK-MEL-5, luciferase, single point; SK-MEL-5 TRPM1-promoter luciferase, 24 h; % of positive control, neutral wells = 0; activation, % at 12.5 µM; actives 0.75% (n = 300,000);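 active = mean activation of at least 80% with every replicate also reaching 80%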;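 also: 0% = neutral control wells and 100% = parthenolide positive control wells; values of inactives mirror those of a sister screen read the other way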
phage Ecoli inh: growth loss of phage-infected E. coli, primary screen, RecBCD inhibitor project, absorbance, with phage, HTS; inhibition, % at 11.9 µM; actives 0.26% (n = 360,000); in the data active = inhibition above about 11%
E coli growth: E. coli V3065 growth inhibition, primary screen, counter-screen for AddAB inhibitor project, absorbance, OD600. 18 h. inhibition, % at 11.9 µM. actives 0.27% (n = 330,000);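 active = inhibition above the campaign's mean inhibition across all tested compounds plus 3 SD, cut at about 9.9% in these data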;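 also: uninfected addAB+ strain grown without phage in ampicillin broth; 0% = DMSO wells and 100% = ciprofloxacin 0.95 µg/ml wells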
Wnt act: Wnt/beta-catenin pathway activators, primary screen, cell-based, plate reader, single point; Wnt/beta-catenin reporter cell assay, activator; activation, % at 9.35 µM; actives 1.2% (n = 300,000); AID 743398, 2014; in the data active = activation above about 30%, passing the limit was not always enough;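 also: 0% = neutral control wells and 100% = positive control wells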
AddAB inh: growth inhibition of E. coli expressing H. pylori AddAB, primary screen, AddAB inhibitor project, absorbance; inhibition, % at 11.9 µM; actives 0.29% (n = 330,000); AID 435030, 2010; in the data active = inhibition above about 12%;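 also: 0% = vehicle wells of infected cells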
CAL PDZ FP-2: untagged CAL PDZ binding inhibitors, primary screen, biochemical, fluorescence polarization, HTS; AID 602252, 2012; actives 0.92% (n = 300,000); Golgi-associated PDZ and coiled-coil motif-containing protein (Homo sapiens), Q9HD26; inhibition, % at 24.9 µM; purified CAL PDZ, TMR-peptide fluorescence polarization, 1 h;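 active = mean inhibition of at least 30% with at least half of replicates also reaching 30%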;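 also: 0% = DMSO neutral control and 100% = excess unlabeled competitor peptide PRC23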
Starred values were filed as active, the others as inactive.

How did O=C1NC2(C=Cc3c(ccc4ccccc34)O2)Oc2ccccc21 (centres undefined) do in these assays?
SR-BI DiI inh: 1; CAL PDZ FP-1: -1.0; SR-BI uptake up: -1; Tat export inh: -2; MITF act: 21; E coli growth: -1.2; Wnt act: 0; AddAB inh: 5.3; CAL PDZ FP-2: 2

What do the screens show for `O=C(Oc1cccc2ccccc12)c1ccncc1`?
SR-BI DiI inh: 16; SR-BI uptake up: -16; Tat export inh: 2; phage Ecoli inh: 2.8; E coli growth: -1.3; Wnt act: 4; AddAB inh: -1.7; CAL PDZ FP-2: -3

How did CC(C)Cc1ccc(S(=O)(=O)Nc2ccc3[nH]c(=O)[nH]c3c2)cc1 do in these assays?
SR-BI DiI inh: -6; CAL PDZ FP-1: 0.4; SR-BI uptake up: 6; Tat export inh: -3; MITF act: -15; phage Ecoli inh: 3.1; E coli growth: 1.8; Wnt act: -3; AddAB inh: 1.1; CAL PDZ FP-2: 0

What do the screens show for `N#Cc1c(Cl)nsc1NC(=O)c1ccccc1`?
SR-BI DiI inh: 32; CAL PDZ FP-1: -2.1; SR-BI uptake up: -32; Tat export inh: -8; MITF act: -18; phage Ecoli inh: 9.7; E coli growth: 4.0; Wnt act: -1; AddAB inh: 9.0; CAL PDZ FP-2: 0

What do the screens show for `C=CCOc1ccc(Oc2cc(C)nc(SC)n2)nn1`?
SR-BI DiI inh: -16; SR-BI uptake up: 16; Tat export inh: -6; MITF act: 0; phage Ecoli inh: 2.1; E coli growth: 0.6; Wnt act: -2; AddAB inh: 2.9; CAL PDZ FP-2: 43*

What do the screens show for `O=[N+]([O-])c1ccc2c(OCc3nnc(-c4ccccc4Br)o3)ncnc2c1`?
SR-BI DiI inh: 14; SR-BI uptake up: -14; Tat export inh: -4; MITF act: -17; phage Ecoli inh: 1.7; E coli growth: -1.3; Wnt act: 0; AddAB inh: -0.1; CAL PDZ FP-2: -1

Results for CCOC(=O)CN(C(=O)CSc1nnc(-c2ccc(OC)c(OC)c2)o1)c1ccc(F)cc1 ?
SR-BI DiI inh: 6; CAL PDZ FP-1: -0.8; SR-BI uptake up: -6; Tat export inh: -7; phage Ecoli inh: 1.6; E coli growth: 1.6; AddAB inh: 3.3; CAL PDZ FP-2: -2

Results for Cc1ccc(C(=O)OCC(=O)NCCC2=CCCCC2)s1 ?
SR-BI DiI inh: -28; CAL PDZ FP-1: -0.6; SR-BI uptake up: 28; Tat export inh: 1; MITF act: -10; phage Ecoli inh: 3.6; E coli growth: -1.3; AddAB inh: 4.4; CAL PDZ FP-2: 3

Results for Cc1cccc(-c2noc(CCC(=O)NC3CCCCC3)n2)c1 ?
SR-BI DiI inh: -11; CAL PDZ FP-1: -1.8; SR-BI uptake up: 11; Tat export inh: -6; MITF act: 3; phage Ecoli inh: 1.0; E coli growth: -0.9; Wnt act: 5; AddAB inh: -1.3; CAL PDZ FP-2: -3

Results for NC(=O)COc1ccc(/C=N/NS(=O)(=O)c2ccccc2)cc1 ?
SR-BI DiI inh: -9; CAL PDZ FP-1: -2.4; SR-BI uptake up: 9; Tat export inh: -6; MITF act: 3; phage Ecoli inh: 3.7; E coli growth: 0.7; Wnt act: -3; AddAB inh: 1.4; CAL PDZ FP-2: -6

What do the screens show for `COc1ccc(CCNC(=O)C23CCC(C)(C(=O)C2Br)C3(C)C)cc1OC` (centres undefined)?
SR-BI DiI inh: 3; CAL PDZ FP-1: 0.2; SR-BI uptake up: -3; Tat export inh: -5; phage Ecoli inh: 2.8; E coli growth: 2.0; Wnt act: -1; AddAB inh: 5.1; CAL PDZ FP-2: -1

How did CC(/C=N/NC(=O)Cn1nccc1C)=C\c1ccc(C(C)C)cc1 do in these assays?
SR-BI DiI inh: -31; CAL PDZ FP-1: -1.2; SR-BI uptake up: 31; Tat export inh: 10; MITF act: 0; phage Ecoli inh: 1.5; E coli growth: 1.1; Wnt act: -1; AddAB inh: 2.3; CAL PDZ FP-2: -1

Results for O=C(CS(=O)CC(=O)Nc1cccc2c1CCCC2)Nc1ccc(F)cc1 (centres undefined) ?
SR-BI DiI inh: 27; CAL PDZ FP-1: 1.0; SR-BI uptake up: -27; Tat export inh: -4; phage Ecoli inh: 1.5; E coli growth: -0.5; Wnt act: -3; AddAB inh: 0.1; CAL PDZ FP-2: -13

Results for CS(=O)(=O)NNC(=O)Cn1nnc(-c2ccc(OCc3ccccc3Cl)cc2)n1 ?
SR-BI DiI inh: 12; CAL PDZ FP-1: -2.3; SR-BI uptake up: -12; Tat export inh: 3; MITF act: 70; phage Ecoli inh: 2.4; E coli growth: -3.9; Wnt act: 3; AddAB inh: 2.1

What do the screens show for `O=C(OCc1nc2ccsc2c(=O)[nH]1)c1ccc(Cl)s1`?
SR-BI DiI inh: -21; CAL PDZ FP-1: -0.3; SR-BI uptake up: 21; Tat export inh: -4; MITF act: 3; phage Ecoli inh: 1.3; E coli growth: -1.6; Wnt act: 0; AddAB inh: -3.8

Results for O=C(CNCc1ccccc1Cl)Nc1ccccc1N1CCCCC1 ?
SR-BI DiI inh: 1; CAL PDZ FP-1: 0.0; SR-BI uptake up: -1; Tat export inh: 1; MITF act: -1; phage Ecoli inh: 2.9; E coli growth: 2.0; Wnt act: -1; AddAB inh: -0.6

Results for CC1=CC(C)(C)N(S(=O)(=O)c2ccc(F)cc2)c2ccc(C)cc21 ?
SR-BI DiI inh: -26; CAL PDZ FP-1: -2.4; SR-BI uptake up: 26; Tat export inh: 12; MITF act: -3; phage Ecoli inh: 2.1; E coli growth: -0.4; Wnt act: 0; AddAB inh: 2.7; CAL PDZ FP-2: -4

Results for Cn1c2ccccc2c(=O)c2c(=O)n(-c3ccccc3)c(C3CCCCC3)nc21 ?
SR-BI DiI inh: -27; CAL PDZ FP-1: -15; SR-BI uptake up: 27; Tat export inh: -16; MITF act: -3; phage Ecoli inh: 0.8; E coli growth: -1.3; Wnt act: -5; AddAB inh: 2.9; CAL PDZ FP-2: -2

How did c1ccc(CN2CCN(c3nc(-c4ccccc4)nc(-n4ccnc4)n3)CC2)cc1 do in these assays?
CAL PDZ FP-1: -2.5; Tat export inh: -1; E coli growth: -0.6; AddAB inh: -1.9; CAL PDZ FP-2: 1

How did CCOCCn1c(N2CCN(c3ccc(OC)cc3)CC2)nc2c1c(=O)[nH]c(=O)n2C do in these assays?
SR-BI DiI inh: 13; SR-BI uptake up: -13; Tat export inh: -13; MITF act: -1; phage Ecoli inh: 2.3; E coli growth: -2.4; AddAB inh: 0.4; CAL PDZ FP-2: -4

Results for Fc1ccc(N2CCN(C(=S)NCc3ccco3)CC2)cc1 ?
SR-BI DiI inh: 3; CAL PDZ FP-1: 0.1; SR-BI uptake up: -3; Tat export inh: 0; MITF act: 4; phage Ecoli inh: 4.0; E coli growth: 0.5; Wnt act: -2; AddAB inh: 5.1; CAL PDZ FP-2: 4

What do the screens show for `CC(C)=C1CCC(C)CC1=NNC(N)=S` (centres undefined)?
SR-BI DiI inh: 62; CAL PDZ FP-1: -0.5; SR-BI uptake up: -62; Tat export inh: -14; MITF act: 0; phage Ecoli inh: 1.9; Wnt act: -4; CAL PDZ FP-2: -1

What do the screens show for `Cc1cc(=O)n2nc(N3CCCC(C(=O)NCc4ccc5c(c4)OCO5)C3)sc2n1` (centres undefined)?
SR-BI DiI inh: -8; CAL PDZ FP-1: 0.1; SR-BI uptake up: 8; Tat export inh: 0; MITF act: -8; phage Ecoli inh: 1.2; E coli growth: 0.3; Wnt act: -2; AddAB inh: 0.3; CAL PDZ FP-2: -1

What do the screens show for `COCCn1c(=O)c2c(nc3n2CCCN3CCc2ccccc2)n(C)c1=O`?
SR-BI DiI inh: 14; CAL PDZ FP-1: -0.1; SR-BI uptake up: -14; Tat export inh: 9; MITF act: -14; phage Ecoli inh: 1.0; E coli growth: 0.3; Wnt act: 3; AddAB inh: 1.1; CAL PDZ FP-2: -2

How did CCOC(=O)C1CCCN(Cc2nc(N)nc(Nc3ccccc3)n2)C1 (centres undefined) do in these assays?
SR-BI DiI inh: 7; CAL PDZ FP-1: -2.5; SR-BI uptake up: -7; Tat export inh: -5; MITF act: -6; phage Ecoli inh: -3.0; E coli growth: -3.7; AddAB inh: -1.7; CAL PDZ FP-2: -3

What do the screens show for `COc1ccc(C(=O)Nc2ccc(N3CCN(C)CC3)cc2)cc1`?
SR-BI DiI inh: -13; CAL PDZ FP-1: -0.1; SR-BI uptake up: 13; Tat export inh: -1; MITF act: 28; phage Ecoli inh: 2.0; E coli growth: -0.6; Wnt act: 2; AddAB inh: -0.2; CAL PDZ FP-2: 0

How did O=S(=O)(NCCCc1ccccc1)c1cccc2nsnc12 do in these assays?
SR-BI DiI inh: -30; CAL PDZ FP-1: -0.8; SR-BI uptake up: 30; Tat export inh: 10; MITF act: 16; phage Ecoli inh: 3.9; E coli growth: 1.0; Wnt act: -1; AddAB inh: 3.1; CAL PDZ FP-2: -2

How did COc1cccc(C2CC(c3cccc(Br)c3)n3ncnc3N2)c1 (centres undefined) do in these assays?
SR-BI DiI inh: 11; CAL PDZ FP-1: -1.0; SR-BI uptake up: -11; Tat export inh: -1; phage Ecoli inh: 0.9; E coli growth: -2.4; Wnt act: -3; AddAB inh: 4.0

Sorted by length of the SMILES (ascending): some entries from above
Results for Fc1ccc(N2CCN(C(=S)NCc3ccco3)CC2)cc1 ?
SR-BI DiI inh: 3; CAL PDZ FP-1: 0.1; SR-BI uptake up: -3; Tat export inh: 0; MITF act: 4; phage Ecoli inh: 4.0; E coli growth: 0.5; Wnt act: -2; AddAB inh: 5.1; CAL PDZ FP-2: 4

What do the screens show for `COc1ccc(C(=O)Nc2ccc(N3CCN(C)CC3)cc2)cc1`?
SR-BI DiI inh: -13; CAL PDZ FP-1: -0.1; SR-BI uptake up: 13; Tat export inh: -1; MITF act: 28; phage Ecoli inh: 2.0; E coli growth: -0.6; Wnt act: 2; AddAB inh: -0.2; CAL PDZ FP-2: 0

How did CCOC(=O)C1CCCN(Cc2nc(N)nc(Nc3ccccc3)n2)C1 (centres undefined) do in these assays?
SR-BI DiI inh: 7; CAL PDZ FP-1: -2.5; SR-BI uptake up: -7; Tat export inh: -5; MITF act: -6; phage Ecoli inh: -3.0; E coli growth: -3.7; AddAB inh: -1.7; CAL PDZ FP-2: -3

Compounds as they come, and some 3.6% of all compounds hit somewhere here.
